D1 agonist: Allosteric Agonists of the Human D1 Dopamine Receptor: qHTS | D(1A) dopamine receptor (Homo sapiens), P21728 | HEK293 T-REx D1 cells, calcium flux, agonist mode | activation, % at 2 µM | 360,000 tested, 1% active; in the data active = activation above about 30%; also: 0% is about no effect
Target sequence (P21728 whole entry, looked up): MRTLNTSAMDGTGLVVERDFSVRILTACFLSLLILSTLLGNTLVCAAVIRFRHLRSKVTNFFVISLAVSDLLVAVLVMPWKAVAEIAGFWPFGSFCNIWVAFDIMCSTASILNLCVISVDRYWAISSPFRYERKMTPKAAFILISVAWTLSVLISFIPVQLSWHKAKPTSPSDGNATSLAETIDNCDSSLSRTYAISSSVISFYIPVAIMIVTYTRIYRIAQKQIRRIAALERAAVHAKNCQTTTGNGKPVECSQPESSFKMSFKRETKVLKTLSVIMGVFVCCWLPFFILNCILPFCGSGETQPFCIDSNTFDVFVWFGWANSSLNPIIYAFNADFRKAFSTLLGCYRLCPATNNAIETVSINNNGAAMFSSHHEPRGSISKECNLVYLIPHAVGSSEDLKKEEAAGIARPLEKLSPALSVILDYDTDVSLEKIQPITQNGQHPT
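Agonism was scored from calcium flux recorded over 180 s (1 read/s) after pintool compound addition, following a 10-cycle baseline. Cells were inducible force-coupled HEK293 TREx D1, plated overnight at 30 C and loaded with no-wash calcium dye.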
RXFP1 antag: qHTS Assay for Antagonists of the Relaxin Receptor RXFP1; HEK293-RXFP1, relaxin-stimulated cAMP HTRF, 30 min; stronger effect = lower value; 350,000 tested, 0.59% active; activity change, negative = inhibition, % at 57.5 µM; Relaxin receptor 1 (Homo sapiens), Q9HBX9;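 active = activity change of -60% or lower, but not beyond a set lower limit; inconclusive = change between -60% and -40%, or beyond the set limit; inactive = change above -40%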; also: % is scaled to controls: 0 for no effect and ±100 for the full control effect
Vif-A3F inh: qHTS for Inhibitors of Vif-A3F Interactions: qHTS. HeLa A3F-eYFP + Vif (tagged APOBEC3F with the HIV-1 protein that degrades it), YFP fluorescence increase. Potency, µM (highest dose often 46.1 µM), without a hit: top-dose activity, negative = active. 390,000 tested, 0.2% active. AID 602313, 2012; also: potency is read from the fitted curve at half-maximal effect; % of control where 0% means no effect; nearly all actives have a fitted effect of over 65% in size
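HeLa cells stably expressing Vif plus C-terminally eYFP-tagged A3F were seeded, incubated overnight at 37 deg C, dosed with compound, incubated overnight again at 37 deg C. Yellow fluorescence (Ex 488/Em 500-530) reported blocked Vif-mediated A3F-eYFP degradation.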
D1 potentiator: Potentiators of Human D1 Dopamine Receptor: qHTS | AID 504651, 2011 | D(1A) dopamine receptor (Homo sapiens), P21728 | potentiation, % at 10 µM | HEK293 TREx D1 cells, calcium flux, dopamine EC20 potentiation | 360,000 tested, 0.036% active; in the data active = potentiation above about 30%; also: 0% is about no effect
D2 potentiator: HTS Assay for Positive Allosteric Modulators of the Human D2 Dopamine Receptor: Primary Screen for Potentiators; D(2) dopamine receptor (Homo sapiens), P14416; HEK293 T-REx D2, calcium flux, EC20 dopamine potentiation; potentiation, % at 10 µM; 340,000 tested, 0.34% active; AID 485347, 2010;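 active = potentiation over 3 SD above the plate norm, cut at about 30% in these data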; also: 0% is about no effect
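Cells plated with tetracycline inducer and held overnight at 30 C; calcium dye loaded 30–90 min at room temperature; baseline taken, compound added and read 180 s; EC20 dopamine then added and read 180 s.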
Vif-APOBEC3G blk: qHTS for Inhibitors of Vif-A3G Interactions: qHTS; AID 602310, 2012; 410,000 tested, 0.076% active; Potency, µM (series often up to 46.1 µM), without a hit: top-dose activity, negative = active, usual class: inhibitors; HeLa A3G-eYFP + Vif (tagged APOBEC3G with the HIV-1 protein that degrades it), YFP fluorescence, overnight; DNA dC->dU-editing enzyme APOBEC-3G (Homo sapiens), Q9HC16;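 also: potency is read from the fitted curve at half-maximal effect; % is scaled to controls: 0 for no effect and ±100 for the full control effect; nearly all actives have a fitted effect of over 60% in size; hits raise eYFP signal because A3G escapes Vif-driven loss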
Target sequence (Q9HC16 whole entry, looked up): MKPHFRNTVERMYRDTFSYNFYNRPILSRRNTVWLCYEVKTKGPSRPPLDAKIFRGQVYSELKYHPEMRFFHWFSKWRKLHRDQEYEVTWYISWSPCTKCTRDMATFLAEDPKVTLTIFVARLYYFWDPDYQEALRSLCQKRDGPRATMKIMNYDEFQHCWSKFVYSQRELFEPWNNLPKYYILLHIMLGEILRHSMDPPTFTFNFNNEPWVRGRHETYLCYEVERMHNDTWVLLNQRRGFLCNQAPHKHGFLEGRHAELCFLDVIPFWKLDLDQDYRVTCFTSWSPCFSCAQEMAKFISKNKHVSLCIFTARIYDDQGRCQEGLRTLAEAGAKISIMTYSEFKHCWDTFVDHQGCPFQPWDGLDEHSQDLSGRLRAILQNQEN
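Read-out is eYFP fluorescence (Ex 488/Em 500-530) from Vif-expressing HeLa A3G-eYFP cells; more signal means A3G escaped Vif-mediated degradation. Cells plated overnight, compound pinned in, incubated overnight at 37 deg C.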
RXFP1 agonist: qHTS Assay for Agonists of the Relaxin Receptor RXFP1 | HEK293T-RXFP1 cAMP TR-FRET, 30 min; response scale: percent of porcine relaxin response, buffer zero | Relaxin receptor 1 (Homo sapiens), Q9HBX9 | 370,000 tested, 0.3% active | Potency, µM (highest dose often 57.5 µM), without a hit: at the highest dose activation, usual class: activators; also: potency is read from the fitted curve at half-maximal effect; % is scaled to controls: 0 for no effect and ±100 for the full control effect; nearly all actives have a fitted effect of over 60% in size; many of its hits are not listed in these tables
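cAMP rise read by TR-FRET after 30 min, 37C compound exposure (up to 58 uM) in RXFP1-transfected HEK293 cells with Ro 20174 present. EC50 from Hill-equation fits, with 29 nM porcine relaxin as 100% and buffer as basal.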
GRP78 ERSR act: qHTS for Inducers of the Endoplasmic Reticulum Stress Response (ERSR) in Human Glioma: qHTS. Potency, µM, without a hit: at the top dose activation, usual class: activators. U87-MG GRP78 promoter luciferase reporter, 16 h. 420,000 tested, 0.02% active; also: potency is read from the fitted curve at half-maximal effect; series mostly up to about 76 µM; % of control where 0% means no effect; nearly all actives have a fitted effect of over 35% in size
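Stably transfected U87-MG glioma cells carrying a GRP78-based luciferase sensor; 16 h compound incubation. Luminescence end-point read 10 min after Bright-Glo addition at room temperature.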
D1 antag: Antagonist of Human D 1 Dopamine Receptor: qHTS. D(1A) dopamine receptor (Homo sapiens), P21728. HEK293 TREx D1 cells, calcium flux, dopamine EC80; stronger effect = lower value. activity change, negative = inhibition, % at 10 µM. 360,000 tested, 3.2% active. AID 504652, 2011; in the data active = activity change below about -30%; also: % is scaled to controls: 0 for no effect and ±100 for the full control effect
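Compound effects on dopamine-evoked calcium signalling were measured in tetracycline-induced HEK293 Trex D1 cells. Dopamine at EC80 followed a 180 s compound pre-read, and fluorescence was tracked kinetically for 180 s more.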
An asterisk follows results filed as active; ? = inconclusive; / = not tested or not shown; & = joins results of further samples. Unless noted, calls follow the shape of the dose curve; as a rule, active = well fitted curve in the direction sought with a large enough effect; inconclusive = small, poorly fitted or top-dose-only effect, or another doubt; inactive = no such curve, though single readings can be large; an effect the other way counts as inactive or inconclusive. A portion of the library; the hit share may differ from the screen's.

Each structure is followed by: D1 agonist, RXFP1 antag, Vif-A3F inh, D1 potentiator, D2 potentiator, Vif-APOBEC3G blk, RXFP1 agonist, GRP78 ERSR act, D1 antag
- O=C(NC1CCCC1)C(c1cccnc1)N(CCc1ccccc1)C(=O)c1ccco1 (configuration not stated)
  -0.6, 7.4, 13.9%, 4.2, -2.4, -1.1%, -0.4%, -2.6%, -11.7
- CCC(=O)Oc1c(Sc2ccc(Cl)cc2)c(C)nn1C(C)(C)C
  5.2, /, -0.7%, 2.3, -8.6, -1.8%, -1.7%, -2.9%, 12.3
- CCOc1ccc2oc(C(=O)OCC(=O)NCc3ccc(OC)cc3)c(C)c2c1
  4.1, -3.8, -18.3%, -2.5, 5.8, -17.7%, 3.4%, -1.1%, 17.9
- CC(C)CC1c2[nH]c3ccccc3c2CCN1C(=O)C1CCOCC1 (configuration not stated)
  -0.4, 3.6, 0.8%, -6.2, 3.7, -6.0%, 4.2%, 0.8%, 3.8
- Cc1ccccc1C(=O)Nc1cccc(NC(=S)NC(=O)c2cccs2)c1
  1.4, -14.9, -7.0%, -3.0, 11.4, -0.5%, -3.1%, -7.1%, 12.9
- CN(C(=O)c1ccco1)c1nnc(-c2ccc(F)cc2)s1
  7.3, -6.2, 0.9%, -0.7, -13.8, -19.0%, 0.9%, 4.1%, 4.1
- COc1ccc(NC(=S)Nc2ncccc2C)cc1OC
  0.9, -0.6, 14.8%, 1.4, -8.4, -5.2%, -0.5%, 1.7%, 0.8
- COc1cccc(CNc2nc3ccccc3n2CCN2CCCCC2)c1OC
  8.7, -9.4, -7.0%, -6.8, 8.1, -0.8%, -0.6%, -2.0%, -25.1
- CC1=C(C(=O)N(C)C)CC(CC(=O)NCCCCc2ccccc2)C(=O)N1Cc1ccccc1 (configuration not stated)
  /, 10.5, 10.3%, /, /, -5.5%, /, -3.6%, /
- O=C(NCCc1ccccc1Cl)C1CCC(=O)N(Cc2cccc(C(F)(F)F)c2)C1 (configuration not stated)
  4.8, -0.8, 4.0%, 5.8, -12.3, 3.0%, -0.8%, 1.3%, -4.1
- CCOC(=O)C1CCN(Cc2ccc(C(=O)OC)cc2)CC1
  -1.9, 24.6, -2.5%, -3.1, -24.1, 1.9%, 2.5%, -1.5%, 2.2
- CC(=O)Nc1ccc(S(=O)(=O)NCC2CCC(C(=O)NC(C)c3ccccc3)CC2)cc1 (configuration not stated)
  4.9, -15.8, 11.5%, -6.7, 1.8, -7.8%, 0.5%, -2.4%, 9.8
- CN1C(=O)C(O)(CC(=O)c2ccncc2)c2ccccc21 (configuration not stated)
  -0.4, 0.7, -9.2%, -1.9, 2.4, -1.5%, -0.4%, 4.9%, 7.7
- O=C1CCCN1CCCNc1ccc(S(=O)(=O)N2CCCCC2)cn1
  2.4, -9.7, -0.5%, 8.9, 11.3, 0.6%, 0.5%, -1.0%, -16.3
- Cc1cc(C)c2oc(=O)cc(CN3CCOCC3)c2c1
  -0.2, 1.7, -11.6%, 1.4, -0.1, 0.8%, 0.6%, -4.3%, 1.0
- CCOC(=O)c1c(-c2ccccc2)csc1NC(=S)NC(=O)c1ccccc1
  3.7, 6.0, 4.1%, 1.3, 2.6, 0.7%, 0.9%, -4.3%, 3.6
- COC(=O)Cn1nc(C)c2c(C)n(-c3ccccc3)nc2c1=O
  0.9, 9.6, /, -0.5, 0.0, /, 4.0%, /, -7.6
- Cc1ccccc1NC(=S)N1CCCC(c2nc3ccccc3[nH]2)C1 (configuration not stated)
  0.8, -7.2, 5.8%, -8.0, -0.8, 3.0%, -1.4%, -2.5%, -3.4
- Cc1ccc(OCCNC(=O)Cn2cnc3c(=O)n(C)c(=O)n(C)c32)cc1C
  0.8, -3.8, 5.3%, -5.0, 11.8, -0.3%, 1.7%, -5.2%, 3.7
- O=C(CNC(=O)c1cccc(Br)c1)N/N=C/c1cccnc1
  0.7, -5.9, -9.6%, -3.1, -7.8, -9.4%, 0.0%, -4.4%, 2.8

Later entries:
Each structure is followed by: D1 agonist, RXFP1 antag, Vif-A3F inh, D1 potentiator, D2 potentiator, Vif-APOBEC3G blk, RXFP1 agonist, GRP78 ERSR act, D1 antag
- O=C(Nc1ccnn1C1CCN(C2CCCCC2)CC1)c1cccc(F)c1
  2.2, 1.5, -9.1%, 8.0, -12.2, -2.6%, -0.6%, -7.0%, -28.0
- O=C1C=C(NCc2ccc(Cl)cc2Cl)C2(CCCCC2)O1
  4.4, -6.7, -0.4%, -2.5, -13.1, -2.6%, 1.6%, -3.4%, -9.2
- CCCCN1C(=O)C(CC(=O)NC(c2ccccc2)c2ccccc2)CC(C(=O)N(C)C)=C1C (configuration not stated)
  /, -1.4, 0.3%, /, /, 0.0%, /, -1.2%, /
- Cc1cc(C)n2nc(C(=O)Nc3cccnc3)nc2n1
  4.8, -4.9, 2.3%, -2.8, -1.6, 1.4%, 4.9%, 2.6%, -4.3
- Cc1ccc(C)c(N2CCN(S(=O)(=O)c3c(C)nc4sccn4c3=O)CC2)c1
  0.6, -9.2, 4.5%, -1.2, 2.9, -3.2%, -1.4%, -1.2%, -1.0
- NS(=O)(=O)c1ccc(N2CCOCC2)c(C(=O)NCc2ccc3c(c2)OCO3)c1
  4.1, -0.4, -11.3%, -1.6, -9.5, -15.8%, 1.0%, -0.5%, 7.9
- COc1ccc(NC(=O)C2CCN(C(=O)[C@@H]3Cc4ccccc4CN3)CC2)cc1
  2.3, -27.0, 4.5%, -6.7, 16.5, -5.8%, -0.2%, 6.6%, 1.2
- COCCNC(=O)CCC1CCN(Cc2cccc(-c3ccc(C)o3)c2)CC1
  -5.1, -1.2, ?, -1.4, -7.5, -4.5%, 0.5%, -1.5%, 6.0
- O=CN(CCNc1ccccc1)c1ccccc1
  /, 1.5, -3.1%, /, /, 1.2%, /, 2.1%, /
- CN(c1ccccc1)S(=O)(=O)c1cc(C(=O)OCC(=O)c2c(N)n(C)c(=O)n(C)c2=O)ccc1Cl
  /, 1.0, -9.1%, /, /, -1.0%, /, -3.6%, /
- NC(=O)c1ccc(-c2nnn(CC(=O)N(C3CCCC3)C3CCS(=O)(=O)C3)n2)cc1 (configuration not stated)
  -0.3, -1.2, -5.1%, 1.9, -10.7, -1.3%, 0.0%, -6.2%, -16.5
- CC(=O)NS(=O)(=O)c1ccc(N=c2ssc3c2-c2cc(C)ccc2NC3(C)C)cc1
  -0.3, -4.5, 6.1%, -0.2, 4.2, -2.2%, 1.6%, -1.5%, -2.0
- O=C1Nc2ccccc2C(=O)N2[C@H](c3ccccc3)[C@@H]3C(=O)N(Cc4ccccc4)C(=O)[C@@H]3[C@H]12
  4.1, /, 0.7%, -3.5, 3.7, -2.9%, -2.2%, -5.2%, 16.7
- O=C(c1ccc([N+](=O)[O-])cc1[N+](=O)[O-])n1cnc2ccccc21
  2.0, 5.7, 0.6%, -5.5, 5.0, -5.3%, 0.5%, -1.6%, -13.7
- COc1ccc(C2=C(C)C(N3CCN(C(=O)c4ccco4)CC3)=NS2(=O)=O)cc1
  0.7, 4.9, 0.3%, 1.9, 3.2, 1.7%, 1.6%, -4.5%, 5.5
- CCCCn1c(=N)n(CCOc2ccccc2OC)c2ccccc21
  32.7*, -14.3, 8.9%, -7.7, -9.9, 9.5%, -3.7%, -3.9%, -3.0
- CCOc1ccc(NC(=O)CCNS(=O)(=O)c2cccs2)cc1
  -0.2&4.0, -6.3, -9.8%&-0.7%, 0.2&1.9, 9.5&2.8, 0.2%&0.8%, 0.1%&-1.8%, 4.5%&-1.5%, 10.6&3.3
- Cn1c(C(=O)N2CCCCCC2)cc2c(=O)n(C)c3ccccc3c21
  -0.1, -2.9, 1.5%, 0.0, 11.1, -3.1%, 0.6%, 0.4%, 3.7
- c1cc(CNC23CC4CC(CC(C4)C2)C3)ccn1
  2.0, -5.0, -16.4%, -6.2, -5.8, -0.4%, -0.5%, -1.8%, -21.2
- O=C(CSc1nnnn1-c1ccc(O)cc1)NC1CCCCC1
  6.2, 0.4, -1.1%, /, -5.8, -3.1%, 1.7%, 2.8%, -5.7

The results go on.
Each structure is followed by: D1 agonist, RXFP1 antag, Vif-A3F inh, D1 potentiator, D2 potentiator, Vif-APOBEC3G blk, RXFP1 agonist, GRP78 ERSR act, D1 antag
- CCc1nn2c(=O)cc(COC(=O)c3cccc(NC(=O)c4ccccc4Cl)c3)nc2s1
  -0.4, 11.9, -10.5%, 6.6, 0.6, -0.2%, 3.0%, 0.1%, 7.4
- CCOc1ccccc1N(CC(=O)NC1CCCCC1)C(=O)CCC(=O)Nc1cc(C)ccn1
  6.4, 4.2, 4.5%, -6.2, -9.8, -4.8%, 1.4%, -3.9%, 1.2
- CCN(CC)CCn1c(=S)[nH]c2cc(C(=O)NCc3ccccc3)ccc2c1=O
  /, 0.2, -8.9%, /, /, -0.3%, /, -2.7%, /
- Oc1cc2c(cc1CN1CCc3ccccc3C1)OCO2
  0.0, 9.4, -2.9%, -6.5, -17.3, 6.3%, 0.0%, -2.2%, -0.6
- CCCn1c(=O)[nH]c(=O)c2c1nc(-c1ccc(OC(F)F)cc1)n2CCN1CCOCC1
  2.3, -17.6, -0.8%, 2.5, -2.6, 1.2%, -0.3%, -4.3%, -8.0
- O=C(c1ccc2snnc2c1)N1CCCC1
  1.3, -3.9, -0.4%, -4.5, 11.2, 5.1%, -0.3%, -4.0%, 6.6

Source: PubChem (National Center for Advancing Translational Sciences (NCATS))
